Source: PubChem BioAssay
GlmU inhibition = inhibition of mycobacterial GlmU enzyme – biochemical, glucosamine-1-phosphate acetyltransferase (AID 1376). M. tuberculosis GlmU acetyltransferase enzyme assay; higher % means a stronger effect. inhibition, %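 (tested at 30 µM in the primary screen)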, or IC50 in µM where a hit was titrated. 220,000 compounds, 0.25% hits; in the data active = inhibition above about 13%;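 also: 0% = complete reaction with vehicle and 100% = reaction without substrate; strong numbers were not always called active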
Mtb RmlCD inh = M. tuberculosis RmlC/RmlD inhibition. inhibition, % at 3.6 µM. AID 1533. 160,000 compounds, 0.03% hits. P9WH09+P9WH11. RmlC+RmlD coupled enzyme assay, percent inhibition; primary screen in compound mixtures; in the data active = inhibition mostly above about 34%, no sharp cut-off; also: some results filed as inactive read as strong as hits
Target sequence (P9WH09 whole entry, looked up): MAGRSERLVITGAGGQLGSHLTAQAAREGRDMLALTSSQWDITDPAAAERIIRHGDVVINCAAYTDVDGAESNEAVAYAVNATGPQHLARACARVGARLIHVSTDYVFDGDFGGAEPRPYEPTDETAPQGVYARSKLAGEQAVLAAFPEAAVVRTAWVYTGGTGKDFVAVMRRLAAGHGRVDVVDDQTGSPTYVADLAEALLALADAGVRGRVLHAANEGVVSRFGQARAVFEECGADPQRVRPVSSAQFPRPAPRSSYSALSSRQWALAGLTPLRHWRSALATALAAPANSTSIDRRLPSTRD
Target sequence (P9WH11 whole entry, looked up): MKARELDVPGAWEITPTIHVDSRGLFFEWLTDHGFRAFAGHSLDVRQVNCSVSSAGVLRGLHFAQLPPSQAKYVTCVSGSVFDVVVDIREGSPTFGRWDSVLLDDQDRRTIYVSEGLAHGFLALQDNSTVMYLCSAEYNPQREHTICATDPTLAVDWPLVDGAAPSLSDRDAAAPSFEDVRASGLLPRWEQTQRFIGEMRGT
* marks the source's active call; other numbers are inactive results; · = no result given; & = joins results of further samples. An excerpt; the hit share may differ from the screen's.

SMILES,GlmU inhibition,Mtb RmlCD inh
O=C(CSc1ccccc1)NC1=NCCS1,3.4%,-18
CCOc1ccccc1OCC(=O)NNC(=O)Cn1cnc2c1c(=O)n(C)c(=O)n2C,-2.7%,-10
CCC(C)NC(=O)CN1C(=O)CN=C(c2ccccc2)c2ccccc21 (stereo not drawn),-3.4%,9
O=C(Oc1ccccc1)c1cccnc1Oc1ccccc1,1.5%,-8
Nc1nc2nn(-c3ccccc3)nc2c(=O)[nH]1,4.8%,11
Cc1noc(C)c1S(=O)(=O)Nc1ccc(C(=O)N2CCN(c3cccc(Cl)c3)CC2)cc1,8.7%,3
Cc1ccc(Oc2ccccc2)c(NC=O)c1,0.0%,8
Cc1nnsc1C(=O)NCc1c(F)cccc1Cl,-4.8%,-8
Cc1ccc2c3c(c(SCC(=O)Nc4nccs4)nc2c1)CCCC3,0.8%,-1
CCOC(=O)c1c(C)[nH]c(C(=O)OCC(=O)NC(C)C)c1C,3.3%,-4
Cc1nn(CCc2n[nH]c(=S)n2-c2ccc(F)cc2)c(C)c1[N+](=O)[O-],-0.3%,-3
O=c1cc(CO)occ1OCc1cccc(F)c1,3.2%,8
COc1ccc(-n2nnc3c(=O)n(CC(=O)N4CCCCC4)cnc32)cc1,-0.4%,·
Cc1ccsc1C(=O)OCC(=O)N1CCOCC1,6.0%,-1
O=C(NCc1ccco1)C(C(=O)c1ccccc1)n1ccccc1=O (stereo not drawn),3.5%,·
O=c1oc2cc(Oc3ccc(C(F)(F)F)cc3[N+](=O)[O-])ccc2c2c1CCCC2,-3.5%,5
CCn1nc(C(=O)OCC(=O)NCC(C)C)c2ccccc2c1=O,-0.7%,·
O=C(Nc1ccc2c(c1)OCCO2)C1CCCN(S(=O)(=O)Cc2ccccc2)C1 (stereo not drawn),3.2%,4
Cc1cc(NC(=O)COC(=O)CCNS(=O)(=O)c2cccc(C(F)(F)F)c2)no1,-7.9%,-7
S=C(Nc1ccccc1)Nc1cccc(Br)c1,0.2%,35
O=c1oc(-c2cccc(C(F)(F)F)c2)nn1-c1ccc(C(F)(F)F)cn1,7.2%,·
Cc1cccc(-n2nnc3c(=O)n(Cc4ccccn4)cnc32)c1,-8.4%,-18
O=C(CCCN1C(=O)c2cccc3cccc(c23)C1=O)N1CCN(c2ccccc2)CC1,4.1%,4
CCc1ccc2nc(NC(=O)CCCc3cccs3)sc2c1,·,5

Molecules from the list above that have a CF3 group (three):
SMILES,GlmU inhibition,Mtb RmlCD inh
O=c1oc2cc(Oc3ccc(C(F)(F)F)cc3[N+](=O)[O-])ccc2c2c1CCCC2,-3.5%,5
Cc1cc(NC(=O)COC(=O)CCNS(=O)(=O)c2cccc(C(F)(F)F)c2)no1,-7.9%,-7
O=c1oc(-c2cccc(C(F)(F)F)c2)nn1-c1ccc(C(F)(F)F)cn1,7.2%,·

Next structures follow:
SMILES,GlmU inhibition,Mtb RmlCD inh
Cc1c(S(=O)(=O)N2CCN(C(c3ccccc3)c3ccccc3)CC2)c(=O)n(C)c(=O)n1C,-3.9%,17
CCCOC(=O)CSC1=C(C#N)C(c2ccc3c(c2)OCO3)CC(=O)N1 (stereo not drawn),0.7%,-5
O=C(N/N=C/c1cccs1)c1cncc(Br)c1,-3.0%,-1
Cc1ccc(N=C(NOCc2ccc(Cl)cc2Cl)c2nonc2N)c(C)c1,0.1%,·
COc1ccc2c(c1)nc(SCC(O)c1ccccc1)n2C (stereo not drawn),-3.2%,-7
Nc1nc(C23CC4CC(CC(C4)C2)C3)[nH]c(=O)n1,0.6%,·
CCn1c(CSCc2ccc(Cl)cc2)n[nH]c1=S,2.1%,5
CCn1c(SCC(=O)Nc2cc(C)on2)nnc1-c1cccnc1,9.3%,·
Cc1cc(C[n+]2cc(Cl)ccc2N)c2ncccc2c1,-3.5%,·
O=C(NCCCN1CCOCC1)C1Cc2c(ccc3ccccc23)O1 (stereo not drawn),3.8%,-13
CCOC(=O)C1CCCN(c2cc(NCCCO)c([N+](=O)[O-])c3nonc23)C1 (stereo not drawn),3.3%,-10
O=C(CSc1nc2ccccc2[nH]1)Nc1nc(-c2ccccc2)c(-c2ccccc2)o1,-4.8%,15
COc1ccc(N2C(=O)CC(N3CCC(O)(c4ccc(Cl)cc4)CC3)C2=O)cc1 (stereo not drawn),-0.5%,103
COC(=O)CCCCC1SCC2NC(=O)NC21 (stereo not drawn),3.1%,3
c1ccc(-c2noc(-c3cccc4ccccc34)n2)cc1,-1.2%,-9
CCOC(=O)c1[nH]c(C)c(C(=O)OCC(=O)N2c3ccccc3CC2C)c1C (stereo not drawn),2.4%,10
CC1(C)CC(=O)C2=C(C1)N(c1ccccc1)C(=O)CC2c1ccc(O)cc1 (stereo not drawn),7.0%,-13
CSc1nc(C)cc(C)c1C(N)=O,-1.1%,3
COc1ccc(CC(=O)O)cc1O,2.6%,·
COc1ccc(OC)c(C(=O)c2ccc(C(=O)N3CCN(Cc4csc(C)n4)CC3)cc2)c1,-0.5%,-27
O=C(c1cccs1)N(c1cccc(Cl)c1)C1C=CS(=O)(=O)C1 (stereo not drawn),-4.2%,1
Cc1ccccc1N1C(=S)NC2c3ccccc3OC1(C)C2C(=O)N(C)C (stereo not drawn),0.8%,-10
COc1ccc2nc(C)cc(SCC(=O)O)c2c1,-3.5%&5.0%,-10&-2
COC(=O)CCS(=O)(=O)c1ccc(Cl)cc1,-1.4%,104
CCNC(=S)Nc1ccc(S(=O)(=O)Nc2cc(C)nc(C)n2)cc1,3.5%,-12
O=C(Cn1[nH]c(=O)c2ccccc2c1=O)OCC(=O)N1CCc2ccccc2C1,1.2%,107
CN(C)/C=N/c1nc2nccc(-c3ccc(Cl)cc3)n2n1,-1.7%,0
Cc1onc(-c2ccccc2)c1C(=O)N1CCN(C)CC1,3.6%,·
Cc1oc(-c2ccc(Cl)cc2)nc1CS(=O)CC(=O)N1CCC2(CC1)OCCO2 (stereo not drawn),2.5%,7
Cc1cc(OCC(=O)Nc2ccc(F)c(F)c2)nc(C(C)C)n1,1.0%,-6
COc1cc(Br)c(Br)c(Br)c1N,-2.4%,·
Cc1ccccc1C(=O)NC(=S)Nc1ccc(N2CCOCC2)cc1,-1.6%,6
CCOc1ccc2nc(-c3ccccc3)[nH]c2c1,1.5%,11
COc1cccc(C(=O)NC(=S)Nc2ccc3c4c(cccc24)CC3)c1,8.6%,-1
Cc1nn(Cc2ccccc2)c(C)c1C(=O)OCC(=O)Nc1cccc(S(N)(=O)=O)c1,0.6%,3
Cc1cc(C)cc(C(=O)NC(=S)Nc2ccc(-c3cc4ccccc4oc3=O)cc2)c1,-4.7%,-4
O=C(NCCN1CCOCC1)c1ccccc1-c1ccccc1,2.2%,6
COCCNC(=O)c1ccccc1NC(=O)CN(c1ccc2c(c1)OCO2)S(C)(=O)=O,2.3%,9
C=CCN1C(=O)C(CC(=O)O)SC1=Nc1ccc(N=Nc2ccccc2)cc1 (stereo not drawn),3.4%,·
Cc1ccc(C)c(Oc2coc3cc(OCC(=O)Nc4ccccc4C(C)C)ccc3c2=O)c1,-3.9%,·
CCOc1ccccc1-n1c(CNc2ccc(F)cc2)nnc1SCC(=O)NCc1ccco1,5.0%,·
CC12CCC(C(=O)N(CC(O)CN3CCN(Cc4ccccc4)CC3)C1=O)C2(C)C (stereo not drawn),4.8%,103
CCCCc1c(C)nc2c(OC)cccc2c1SCCC(=O)O,0.4%,-7
CC(C)c1ccc(OCC(=O)N2CCCCCC2)c(Br)c1,-4.9%,3
Cc1cc(NC(=O)c2cnn3c(C(F)F)cc(C4CC4)nc23)no1,7.3%,·
CCCCNC(=O)CCn1c(=O)c2ccccc2n(CC(=O)NCCc2ccc(OC)c(OC)c2)c1=O,0.5%,4
CCOc1ccccc1NC(=O)CSCC(=O)Nc1ccccc1,3.5%,-12
CN1CCN(C(=S)Nc2cccc(Cl)c2)CC1,3.1%,-10

Continued:
The line under a structure holds: GlmU inhibition	Mtb RmlCD inh
CCCc1cc(=O)oc2c(CN(CC)CC)c(O)c(Cl)cc12
 : 2.2%	-7
O=C(NC1CC1)C1CCN(c2ncnc3c2sc2cccc(F)c23)CC1
 : 4.9%	10
Oc1cccc(/C=N/Nc2cccc3cccnc23)c1
 : -6.4%	8
O=C(CSCc1ccccc1Cl)Nc1ccc2c(c1)OCCO2
 : -2.1%	-8
Cc1cccc(-n2nnnc2SCn2nnc3ccccc3c2=O)c1
 : 5.9%	12
CCC/C(C)=N\Nc1nc2c(c(=O)n(C)c(=O)n2C)n1C
 : 3.7%	-3
COCCCN1C(=O)c2ccc(C(=O)Nc3ccc(OC)cc3)cc2C1=O
 : -0.2%	22
Cc1ccc(O)c(-c2cc(C(=O)Nc3cccnc3)[nH]n2)c1
 : -0.3%	15
COC(=O)COc1ccc(/C=N/NC(=O)c2ccc(N(Cc3ccccc3)S(C)(=O)=O)cc2)cc1
 : 1.2%	-15
Cc1ccc(-c2[nH]ncc2CNCCc2cnn(-c3ccccc3)c2)cc1C
 : -4.3%	·
O=C(NCCc1ccc(Cl)cc1)C1CC(=O)N(C2CCCCC2)C1 (stereo not drawn)
 : 2.7%	·
Cc1cccc(N(CC(=O)N=Nc2c(O)[nH]c3ccccc23)S(C)(=O)=O)c1C
 : 6.5%	·
COC(=O)Nc1ccc(S(=O)(=O)N2CCCCC2C(=O)O)cc1 (stereo not drawn)
 : 1.6%	-4
COCCNC(=O)C1CC(c2ccccc2[N+](=O)[O-])=NO1 (stereo not drawn)
 : 3.5%	-6
O=C(Nc1ccc2c(c1)OCCO2)c1ccoc1
 : 4.6%	-16
CCOc1cc(CNCCO)cc(Br)c1OCc1ccc(Cl)cc1
 : ·	36
Fc1ccc(-c2ncc3ccccn23)cc1
 : 0.5%	14
Cc1ccccc1NC(=O)c1ccccn1
 : -2.6%	10
COC(=O)COc1cc(OCC(=O)OC)c2c(C)c(Cl)c(=O)oc2c1
 : 1.7%	-14
COC(=O)CC1C(=O)NCCN1C(=O)Nc1ccc(Cl)cc1 (stereo not drawn)
 : -3.2%	-14
Cn1c(C(=O)N2CCCC2)cc2c(=O)n(C)c3ccccc3c21
 : -3.3%	7
Cc1ccc(Br)cc1S(=O)(=O)N1CCN(c2ccccc2)CC1
 : 0.5%	7
COc1ccc(/C(C)=N/NC(=O)C(NC(=O)c2ccccc2)c2n[nH]c(=O)c3ccccc23)c(OC)c1 (stereo not drawn)
 : -4.1%	9
Cc1ccc(C(=O)N/N=C/C2=Cc3ccccc3OC2C)cc1 (stereo not drawn)
 : 0.6%	·
C=CC[C@H]1CC(C)=C[C@H](CC=C)N1
 : -4.4%	-9
O=C(Cn1nc(C(F)(F)F)c2c1CCCC2)N1CCOCC1
 : -2.2%	5
Cc1ccc(-n2nc(-c3ccc(N)cc3)cc2N)cc1
 : 1.6%	-5
CCOc1ccc(NC(=S)Nc2ccccc2C2CC2)cc1
 : -6.3%	-12
C(=N\Nc1ccc(-n2ccnc2)nn1)/c1ccccc1
 : -5.9%	-4
O=C(CN1C(=O)C2CCCCC2C1=O)N1CCN(c2ccccc2)CC1 (stereo not drawn)
 : 1.2%	8

Entries of single compounds, looked up by structure. Order of values: GlmU inhibition, Mtb RmlCD inh
Listed for CCOc1cc(CNCCO)cc(Br)c1OCc1ccc(Cl)cc1 → ·, 36
Listed for Cc1ccc(C(=O)N/N=C/C2=Cc3ccccc3OC2C)cc1 (stereo not drawn) → 0.6%, ·
Listed for Cc1ccccc1NC(=O)c1ccccn1 → -2.6%, 10
Listed for Cc1ccc(Br)cc1S(=O)(=O)N1CCN(c2ccccc2)CC1 → 0.5%, 7

Further records follow.
The line under a structure holds: GlmU inhibition	Mtb RmlCD inh
O=C(N/N=C\c1cn[nH]c1-c1ccc(Cl)cc1)c1cccs1
 : 2.5%	-15
COc1ccc(OC)c(N(CC(=O)N2CCC(C)CC2)S(=O)(=O)c2ccccc2)c1
 : 1.1%	10
COCCn1c(SCC(=O)c2ccccc2)nc2ccccc2c1=O
 : -6.6%	40
C(=NC12CN3CN(CN(C3)C1)C2)c1cccs1
 : 1.4%	4
Cc1ccc(NCc2nnc(SCC(=O)Nc3cccc(O)c3)n2CC2CCCO2)c(C)c1 (stereo not drawn)
 : 0.9%	2
N#CCN1C(=O)C2CCCN2c2ccc(S(=O)(=O)N3CCOCC3)cc21 (stereo not drawn)
 : -1.6%	·
O=C(c1ccc(CSc2nc3ccncc3[nH]2)cc1)N1CCCCCC1
 : -2.8%	·
O=C(CNC(=O)c1ccccc1)NCC(=O)OCc1ccc(Cl)cc1
 : 1.4%	·
CN(CCCCCNC(=O)/C=N/O)Cc1ccccc1
 : 1.1%	-6
CC(=O)Nc1ccc(OCC(O)Cn2c(C(C)C)nc3ccccc32)cc1 (stereo not drawn)
 : 3.7%	9
Cc1ccc(NC(=O)CN2C(=O)S/C(=C\c3cc(C)n(-c4ccc(C(=O)O)cc4)c3C)C2=O)cc1
 : 3.6%	6
Nc1cc(=O)[nH]c(SCC(=O)Nc2nc3ccc([N+](=O)[O-])cc3s2)n1
 : 0.7%	·
Brc1cccc(OCCCN2CCCCCC2)c1
 : -11%	2
CC(C)Sc1nc(N)nc(-c2cccs2)c1C#N
 : -0.1%	9
O=C(NCCNS(=O)(=O)c1ccc(Cl)cc1)c1cc(OCC(F)(F)F)ccc1OCC(F)(F)F
 : 6.9%	7
CCOC(=O)CSc1nnc(CNC(=O)c2cccs2)n1-c1cccc(C)c1
 : 1.7%	6
CCOc1ccc(C(=O)N2CCN(c3ccccc3)CC2)cc1
 : -2.6%	0

A draw from above in order of molar mass, lowest first.
The line under a structure holds: GlmU inhibition	Mtb RmlCD inh
CC(C)Sc1nc(N)nc(-c2cccs2)c1C#N
 : -0.1%	9
O=C(c1ccc(CSc2nc3ccncc3[nH]2)cc1)N1CCCCCC1
 : -2.8%	·
COc1ccc(OC)c(N(CC(=O)N2CCC(C)CC2)S(=O)(=O)c2ccccc2)c1
 : 1.1%	10
